RGS4 inh – inhibitors of human RGS4; B-score at 10 µM; P49798; HEK293 M3R/RGS4 inducible, Fluo-4 calcium flux; stronger effect = higher value; triggered by carbachol at its EC20; 310,000 tested, 0.45% active;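 active means B-score, a plate-corrected calcium signal, over three deviations above library mean, with baseline fluorescence within five deviations of library mean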;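 further: RGS4 expression induced by doxycycline in cells with stable M3 receptor; B-score is computed from the integrated fluorescence ratio over baseline after carbachol; higher B-score means a larger calcium signal and so more RGS4 inhibition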
Target sequence (P49798 whole entry, looked up): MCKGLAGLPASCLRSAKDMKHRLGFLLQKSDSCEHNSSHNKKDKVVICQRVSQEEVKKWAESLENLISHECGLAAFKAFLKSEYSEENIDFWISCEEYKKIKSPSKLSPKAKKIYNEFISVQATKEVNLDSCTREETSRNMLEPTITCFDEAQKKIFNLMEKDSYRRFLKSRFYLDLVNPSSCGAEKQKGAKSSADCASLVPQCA
MrgX1 allo act – allosterically activates human MrgX1 receptor signaling; B-score at 10 µM; Q96LB2; MrgX1-HEK293, Fluo-4 calcium flux, FDSS; stronger effect = higher value; 310,000 tested, 0.63% active; AID 588675;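 active means plate-corrected calcium response at least 3 library SD above typical, normal starting fluorescence, not activating the receptor alone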;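 further: compound read alongside a low EC10 to EC30 dose of BAM8-22 agonist; peak minus trough fluorescence over baseline measured at the second addition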
Target sequence (Q96LB2 whole entry, looked up): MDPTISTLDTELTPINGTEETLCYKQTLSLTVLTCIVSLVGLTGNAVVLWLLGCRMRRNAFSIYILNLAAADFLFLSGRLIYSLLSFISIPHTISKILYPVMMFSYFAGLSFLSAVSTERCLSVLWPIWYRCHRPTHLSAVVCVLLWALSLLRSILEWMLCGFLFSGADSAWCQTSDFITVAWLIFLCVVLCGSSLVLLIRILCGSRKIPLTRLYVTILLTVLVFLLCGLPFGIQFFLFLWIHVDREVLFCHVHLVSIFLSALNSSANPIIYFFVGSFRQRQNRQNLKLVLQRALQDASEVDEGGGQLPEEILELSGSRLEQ
TMEM16A inh – inhibitors of mouse TMEM16A calcium-activated chloride channel; Q8BHY3; HEK293 TMEM16A/YFP iodide influx fluorescence, ionomycin; normalized B-score (activity score, 25-100; higher = stronger inhibition) at 10 µM; 310,000 tested, 1.2% active; AID 588511;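 active means ratio plate-corrected score three or more library SD toward inhibition, starting fluorescence score within five deviations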;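 further: score derived from kinetic fluorescence span divided by baseline fluorescence per well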
SKKanGAS inh – blocks kanamycin growth of S. pyogenes SKKanGAS strain. 300,000 tested, 1.3% active. BacTiter-Glo, 6 h. AID 1662. inhibition, % at 7.5 µM;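 active means mean replicate score, as percent of positive control median, at least 50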;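 further: strain carries kanamycin resistance gene driven by streptokinase promoter and grows in 40 µg/ml kanamycin; loss of luminescence reflects streptokinase promoter inhibition or plain growth inhibition; 0% = median of DMSO wells and 100% = positive control at its reference dose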
RGS4 act – RGS4 potentiation or activation. AID 463111. HEK293 M3R/inducible RGS4, carbachol calcium flux Fluo4; stronger effect = lower value. B-score at 10 µM. 310,000 tested, 0.92% active;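 active means B-score of the integrated calcium signal more than 4 SD below the library mean, with starting fluorescence not abnormally high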;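 further: negative B-score means reduced calcium response which marks RGS4 activation or potentiation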
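Material: Inducible-RGS4 HEK293 cells carrying M3 receptor; also added: carbachol at ECmax as muscarinic agonist stimulus; incubation: compound preincubation 20 min at room temperature before agonist; signal: Fluo4-AM (2 µM) calcium-flux fluorescence, kinetic read; measure: integrated calcium ratio converted to B score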
HDAC3 inhib – inhibitors of human histone deacetylase 3. AID 2718. recombinant HDAC3, fluorogenic peptide/trypsin coupled, fluorescence. inhibition, % at 8.3 µM. 320,000 tested, 0.15% active. O15379; in the data active means inhibition above about 26%, passing the limit was not always enough
Target sequence (O15379 whole entry, looked up): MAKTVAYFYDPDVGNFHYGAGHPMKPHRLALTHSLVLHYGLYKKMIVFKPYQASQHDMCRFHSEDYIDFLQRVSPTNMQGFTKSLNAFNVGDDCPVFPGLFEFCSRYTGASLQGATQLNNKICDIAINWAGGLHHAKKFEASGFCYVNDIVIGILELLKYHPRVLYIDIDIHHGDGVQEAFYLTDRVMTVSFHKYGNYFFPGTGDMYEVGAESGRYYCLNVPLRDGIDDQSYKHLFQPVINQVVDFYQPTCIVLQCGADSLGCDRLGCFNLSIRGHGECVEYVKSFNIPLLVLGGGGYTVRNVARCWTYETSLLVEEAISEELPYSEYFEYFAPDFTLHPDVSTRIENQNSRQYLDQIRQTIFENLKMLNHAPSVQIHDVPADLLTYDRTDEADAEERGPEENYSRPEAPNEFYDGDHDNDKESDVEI
ANO1 activ – mouse TMEM16A channel activation, primary screen; Q8BHY3; 340,000 tested, 0.3% active; AID 623877; HEK293 TMEM16A/YFP-H148Q/I152L, iodide quench fluorescence; stronger effect = lower value; B-score at 10 µM;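 active means fluorescence-ratio B-score plate-corrected deviation score at least 3 library SD below zero, with starting fluorescence score within 5 deviations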;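 further: channel opened by trigger with iodide after compound preincubation; score built on the fluorescence ratio of max minus min over baseline; more negative score means more quench and so TMEM16A activation or potentiation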
MrgX1 antagonist – blocks BAM8-22 activation of human MrgX1 receptor | Q96LB2 | MRGX1-HEK293 calcium flux, Fluo-4, BAM8-22 antagonism; stronger effect = lower value | B-score at 10 µM | 310,000 tested, 1.3% active;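 active means calcium-response B-score plate-corrected more than 3 library SD below zero, starting fluorescence within 5 deviations, no agonist response on first addition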;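 further: peak minus trough fluorescence over baseline after final BAM8-22 challenge near maximal dose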
TRPC6 inhibitor – blocks the mouse TRPC6 cation channel; HEK293-TRPC6, membrane potential dye, ACh-evoked depolarization; stronger effect = lower value; 310,000 tested, 1.1% active; B-score at 10 µM;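 active means B-score under library mean minus 3 SD, initial fluorescence not abnormally high, positive integrated signal ratio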;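 further: B-score derived from integrated fluorescence ratio over the kinetic read; more negative B-score means stronger inhibition of depolarization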
TRPC6 activator – mouse TRPC6 channel activation | Q61143 | HEK293-TRPC6 membrane potential dye fluorescence; stronger effect = higher value | B-score at 10 µM | 310,000 tested, 0.13% active;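 active means B-score of the integrated fluorescence ratio above library mean plus 3 SD, and starting fluorescence ratio within library mean plus 5 SD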;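 further: higher score means more depolarization so channel activation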
MrgX1 agonist – activates human MrgX1 receptor signaling. Q96LB2. AID 588627. MrgX1-HEK293 cells, Fluo-4 calcium fluorescence, agonist mode; stronger effect = higher value. B-score at 10 µM. 310,000 tested, 0.44% active;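 active means calcium response B-score plate-corrected fluorescence ratio at least 3 library SD, with starting fluorescence B-score inside 5 SD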
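Assay system: stable human MrgX1 HEK293 cell line. Quantity: 15,000 cells per well. Schedule: cells plated overnight, dye loaded 0.5 h 37 °C, 0.5 h room temperature. Detection: Fluo-4 NW calcium-flux fluorescence, kinetic read. Read-out basis: peak-minus-minimum fluorescence over baseline, converted to B scores. Control set: positive and negative control wells on each plate.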
Active calls of the source: *; i = inactive; . = not tested or not shown.

SMILES | RGS4 inh | MrgX1 allo act | TMEM16A inh | SKKanGAS inh | RGS4 act | HDAC3 inhib | ANO1 activ | MrgX1 antagonist | TRPC6 inhibitor | TRPC6 activator | MrgX1 agonist
CCN(CC)S(=O)(=O)c1ccc(C(=O)OCC(=O)c2ccc3c(c2)NC(=O)CO3)cc1 | i | i | i | -5 | i | 2 | i | i | i | i | i
Cn1c(=O)c2c(nc(SCc3cccnc3)n2Cc2ccccc2)n(C)c1=O | i | i | i | -9 | i | 14 | i | i | i | i | i
COc1ccccc1N(CC(=O)NCCN1CCOCC1)S(=O)(=O)c1ccc(C)cc1 | i | i | i | -3 | i | 5 | i | i | i | i | i
CCOc1cc(/C=N/NC(=O)c2cccc(S(=O)(=O)N3CCOCC3)c2)ccc1OCC(=O)N(C)C | i | i | i | -10 | i | 5 | i | i | i | i | i
[N-]=[N+]=NCC/C=C\C1NS(=O)(=O)OCC1O (stereo not drawn) | i | i | i | -2 | i | 2 | i | i | i | i | i
Cc1ccccc1NS(=O)(=O)c1ccc(C(=O)N2CCN(c3ccccc3O)CC2)cc1 | i | i | i | 6 | i | 8 | i | i | i | i | i
CC12CC3(C)CC(C)(C1)CC(C(=O)NC(=S)N1CCCC1)(C2)C3 | i | i | i | -3 | i | -3 | i | i | i | i | i
COc1ccc2c(c1)SCC(=O)N2C | i | i | i | -7 | i | -2 | i | i | i | i | i
Cc1ccc(O)c(C(=O)c2cnc3c(c2)c(C)nn3-c2ccccc2)c1 | i | i | i | -9 | i | 2 | i | i | i | i | i
O=C(c1cn(-c2ccccc2)nc1-c1ccc(F)cc1)N1CCOCC1 | i | i | i | 2 | i | 3 | i | i | i | i | i
O=C(Nc1ccccc1NS(=O)(=O)c1ccc(F)cc1)C1CCCC1 | i | i | i | -2 | i | 7 | i | i | i | i | i
Nc1nncn1C(=O)CCc1ccccc1 | i | i | i | 1 | i | 4 | i | i | i | i | i
O=C(NC1CCCCC1)C(c1ccco1)N(C(=O)c1csnn1)C1CCCC1 (stereo not drawn) | i | i | i | -1 | i | 5 | i | i | i | i | i
COc1ccccc1Nc1nc(N)nc(CN2CCCCC2)n1 | i | i | i | 2 | i | 8 | i | i | i | i | i
COc1ccc(C2(C(=O)NCCN3CCOCC3)CCOCC2)cc1 | i | i | i | 0 | i | 0 | i | i | i | i | i
CCCN1CCC(=O)N(CCN=[N+]=[N-])CC1 | i | i | i | -1 | i | 3 | i | i | i | i | i
COc1ccccc1C(=O)Nn1c(-c2cccs2)nc2ccccc2c1=O | i | i | i | -10 | i | 4 | i | i | i | i | i
O=C(CN1CCCCC1)N1CCCc2c1c(=O)oc1ccc(OCc3ccccc3)cc21 | i | i | i | -2 | i | -10 | i | i | i | i | i
O=C(O)C1Nc2c(C(=O)N3CCOCC3)cccc2C2C=CCC12 (stereo not drawn) | i | i | i | 3 | i | -3 | i | i | i | i | i
CCN(CC)c1ccc(N=Cc2c(C)[nH]c3ccccc23)cc1 | i | i | i | -6 | i | -1 | i | i | i | i | i
Cc1ccc(C(=O)NC2CCCCNC2=O)cc1C (stereo not drawn) | i | i | i | 8 | i | 9 | i | i | i | i | i
O=C(CSCc1ccc(Cl)cc1Cl)Nc1nccs1 | i | i | i | -17 | i | 1 | i | i | i | i | i
Cc1c(Br)c([N+](=O)[O-])nn1C(C)C(=O)N1CCCc2ccccc21 (stereo not drawn) | i | i | i | -2 | i | 0 | i | i | i | i | i
Cc1cc(-c2ccccc2)nc(N/N=C/c2ccc(N(C)C)cc2)n1 | i | i | i | -5 | i | 14 | i | i | i | i | i
CN1CCN(C(=O)CCN2C(=O)c3ccccc3C2=O)CC1 | i | i | i | -10 | i | 2 | i | i | i | i | i
OCc1nc2ccccc2n1CCOc1ccccc1 | i | i | i | 1 | i | 1 | i | i | i | i | i
O=C(CC12CC3CC(CC(Br)(C3)C1)C2)NC1=NCCS1 | i | i | i | -3 | i | 2 | i | i | i | i | i
COc1ccc(-n2c(Cc3cccn3C)nnc2SCC(=O)Nc2nccs2)cc1 | i | i | i | -13 | i | -4 | i | i | i | i | i
Cc1oc(-c2ccccc2Cl)nc1CS(=O)CC(=O)NCc1ccc2c(c1)OCO2 (stereo not drawn) | i | i | i | -14 | i | 4 | i | i | i | i | i
COC(=O)c1ccc(C(=O)OC)c(NC(=S)N2CCN(c3cc(Cl)ccc3C)CC2)c1 | i | i | i | 14 | i | -1 | i | i | i | i | i
Cc1cc(Cc2ccc([N+](=O)[O-])cc2)c(C)cn1 | i | i | i | 2 | i | -6 | i | i | i | i | i
Cc1c(-c2cccc(NC(=O)c3ccco3)c2)nc2ncccn12 | i | i | i | -1 | i | 1 | i | i | i | i | i
O=C(c1cccc(-c2ccccc2F)c1)N1CC[C@@H](N2CCC(O)CC2)[C@H](O)C1 | i | i | i | 46 | i | -2 | i | i | i | i | i
Cc1ccc(OCCNS(=O)(=O)c2cccs2)cc1 | i | i | i | 1 | i | 3 | i | i | i | i | i
COc1cc(NC(=O)COC(=O)Cc2ccc(-c3ccccc3)cc2)cc(OC)c1 | i | i | i | 2 | i | 0 | i | i | i | i | i
CCc1cccc(NC(=O)c2cccc(S(=O)(=O)N3CCN(C)CC3)c2)c1 | i | i | i | -5 | i | -2 | i | i | i | i | i
CC(=O)Nc1ccccc1NC(=O)c1cc(C)cc(C)c1 | i | i | i | 1 | i | 0 | i | i | i | i | i
CCOC(=O)N1CCC(Nc2c(NCCCN(C)Cc3ccccc3)c(=O)c2=O)CC1 | i | i | i | 0 | i | -5 | i | i | i | i | i
O=C(Nc1ccc(Cl)cc1Cl)NC1CCN(S(=O)(=O)c2ccc(F)cc2)CC1 | i | i | i | 47 | i | -7 | i | i | i | i | i
c1coc(CN=C2NC(=NCc3ccco3)c3ccccc32)c1 | i | i | i | -1 | i | 10 | i | i | i | i | i
Cc1ccc(-n2nnnc2SCC(=O)Nc2ccc(N3CCN(C)CC3)cc2)c(C)c1 | i | i | i | -3 | i | 8 | i | i | i | i | i
COc1ccc(NC(=O)c2ccc(NCC3CCCO3)c([N+](=O)[O-])c2)cc1 (stereo not drawn) | i | i | i | -27 | i | 3 | i | i | i | i | i
COc1ccc(N2C(=O)C3C(c4ccc(C(=O)O)cc4)NC(Cc4ccccc4)(C(=O)O)C3C2=O)c([N+](=O)[O-])c1 (stereo not drawn) | i | i | i | -11 | i | 8 | i | i | i | i | i
C/C(=N\NC(N)=S)C12CC3CC(CC(C3)C1)C2 | i | i | i | -7 | i | -6 | i | i | i | i | i
CNc1cc(N2CCN(S(=O)(=O)N(C)C)CC2)ccc1[N+](=O)[O-] | i | i | i | -25 | i | 3 | i | i | i | i | i
CCc1ccc(NC(=O)C2CCCN(S(C)(=O)=O)C2)cc1 (stereo not drawn) | i | i | i | 2 | i | 3 | i | i | i | i | i
COc1cc2c(cc1OC)C(C)N(S(=O)(=O)c1ccc(Cl)nc1)CC2 (stereo not drawn) | i | i | i | -2 | i | -3 | i | i | i | i | i
O=C1C(=O)N(c2ccccn2)C(c2cccc(F)c2)/C1=C(/O)c1ccccc1 (stereo not drawn) | i | i | i | -6 | i | 0 | i | i | i | i | i
Cc1nn(C)c(Cl)c1C(N)=O | i | i | i | 9 | i | -2 | i | i | i | i | i
C=CCC(CC=C)(NC(=O)c1ccccc1)c1ccccc1 | i | i | i | 0 | i | 4 | i | i | i | i | i
Cc1cccc(NC(=O)CSCc2cc(=O)n3ccsc3n2)c1C | i | i | i | -12 | i | 0 | i | i | i | i | i
CCNC(=S)N1CCN(S(=O)(=O)c2ccc(C)c(C)c2)CC1 | i | i | i | -2 | i | -6 | i | i | -5.4* | i | i
COc1ccc(C(=O)N/C(=C\c2cn(S(=O)(=O)N(C)C)c3ccccc23)C(=O)N2CCOCC2)cc1 | i | i | i | 1 | i | -7 | i | i | i | i | i
CC(=O)Nc1ccc(NC(=O)c2nc(-c3ccccc3)oc2C)cc1 | i | i | i | 5 | i | 1 | i | i | i | i | i
CCC(=O)NC(C)c1nc2ccccc2n1C (stereo not drawn) | i | i | i | 0 | i | 1 | i | i | i | i | i
COc1cc2c3nnc(-c4ccc(F)cc4)c-3cn(Cc3cccc(C)c3)c2cc1OC | i | i | i | -1 | i | -4 | i | i | i | i | i
COc1cccc2c1Oc1ncccc1N(C(=O)CCC(=O)NCc1cccc(C)c1)C2 | i | i | i | -1 | i | 3 | i | i | i | i | i
CC(=O)c1cccc(NC(=O)C2CCN(S(=O)(=O)c3ccccc3)CC2)c1 | i | i | i | -11 | i | -1 | i | i | i | i | i
O=C(Cc1cccc2ccccc12)N1CC[C@@]2(O)CCCC[C@H]2C1 | i | i | i | -12 | i | . | i | i | i | i | i
O=C(CN1CCN(Cc2ccccc2)CC1)N1CCN(c2ccccc2)CC1 | i | i | i | -4 | i | 3 | i | i | i | i | i
COc1cccc(OC)c1C(=O)Nc1ccccc1N1CCCC1 | i | i | i | -2 | i | -3 | i | i | i | i | i
O=C(c1ccccc1)C(Cn1cncn1)C(Sc1ccccc1)c1ccccc1 (stereo not drawn) | i | i | i | 5 | i | -10 | i | -5.8* | i | i | i

Part of the list above, reduced to RGS4 inh and RGS4 act:
structure | RGS4 inh | RGS4 act
CCNC(=S)N1CCN(S(=O)(=O)c2ccc(C)c(C)c2)CC1 | i | i
CCc1ccc(NC(=O)C2CCCN(S(C)(=O)=O)C2)cc1 (stereo not drawn) | i | i
Cc1ccc(-n2nnnc2SCC(=O)Nc2ccc(N3CCN(C)CC3)cc2)c(C)c1 | i | i
O=C1C(=O)N(c2ccccn2)C(c2cccc(F)c2)/C1=C(/O)c1ccccc1 (stereo not drawn) | i | i

Compound activity (PubChem BioAssay)
